# Compound activity as filed in PubChem.
# ERG-DNA inh: ERG Ets/DNA interaction inhibition | hit rate 0.028% among 370,000 | fluorescence polarization, His-ERG Ets domain / labelled DNA | P11308 | Potency, µM (top dose mostly 76.9 µM), for inactives: top-dose FP activity, negative = inhibition, most hits filed as inhibitors; active = well fitted inhibition curve with a large enough effect in the polarisation, with a control signal flat; inconclusive = small, poorly fitted or top-dose-only effect, or effect the other way, or a change in a side signal; inactive = no such curve, though single readings can be large or run the other way; the % refers to the polarisation;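 also: polarization taken with two DNA probes labelled with fluorescein and Texas red; potency is read from the fitted curve at half-maximal effect; % of control where 0% means no effect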
#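 His-tagged ERG Ets domain (1 uM in the protein solution; 300mM KCl, 50mM Tris-HCl, 1mM EDTA, 1mM DTT, pH 7.5) received compound, then a probe mix of 5 nM fluorescein-DNA and 100nM Texas-615-DNA. Fluorescence polarization was read for both dyes.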
# PI4K2A block: inhibitors of human PI4K2A; Q9BTU6; purified PI4K2A, ADP-Glo luminescence, 1 h; stronger effect = lower value; activity change, negative = inhibition, % at 76.9 µM; hit rate 0.13% among 420,000; AID 1346378; in the data active = activity change below about -50%; inconclusive = mostly about -30% to -49%;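 also: -100% = wells without enzyme as full effect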
#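 ADP-Glo luminescence measured ADP generated by PI4K2A enzyme (4 ug/mL before mixing) with 1.2 mM PI substrate (pre-mix) and 300 microM ATP (pre-mix). Tris pH7.5 buffer with MgCl2, Triton X-100; 1 h reaction at ambient temperature.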
# RGS4 inhibitor: inhibitors of human regulator of G protein signaling 4; Transcreener GDP fluorescence polarization, RGS4-accelerated GTP hydrolysis; Potency, µM (doses to about 114 µM), without a hit: top-dose activity change, negative = inhibition, hits mostly inhibitors; hit rate 0.039% among 390,000; AID 504845; also: potency is read from the fitted curve at half-maximal effect; % is scaled to controls: 0 for no effect and ±100 for the full control effect; nearly all actives have a fitted effect of over 75% in size; some results filed as inactive show a strong effect at the top dose
#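 MLSMR compounds (23 nl, pin-transferred) preincubated 10 min at room temperature with a 500nM (2x) first reagent, then RGS4 at 900nM (2x) plus Transcreener GDP mix added; fluorescence polarization (620/688 nm) read before and after 90 min at 30 °C.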
# GLS inhibitor: glutaminase GLS (human) inhibition. O94925. GLS enzymatic activity, qHTS titration. Potency, µM (doses to about 45.5 µM), without a hit: at the top dose activity change, negative = inhibition, hits mostly inhibitors. hit rate 0.21% among 410,000. AID 624170; also: potency is read from the fitted curve at half-maximal effect; % is scaled to controls: 0 for no effect and ±100 for the full control effect
#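 Enzyme dispensed in phosphate buffer (45 mM, pH 8.2, 0.02% Tween-20), compounds pinned in, then 1 mM L-glutamine solution and the glutamate oxidase–HRP–Amplex Red mix added; fluorescence read immediately and again after 30 min at room temperature.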
# HP1b binding inh: HP1-beta chromodomain-methylated histone interaction inhibition. P83916. hit rate 0.56% among 390,000. AID 540317. AlphaScreen HP1-beta / biotin-H3K9me3 peptide binding. Potency, µM (doses to about 114 µM), inactives show top-dose activity change, negative = inhibition, actives largely listed as inhibitors; also: potency is read from the fitted curve at half-maximal effect; nearly all actives have a fitted effect of over 70% in size; inactives centre near 23
#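 HP1-beta protein (50 nM final) preincubated 30 min at room temperature with biotinylated H3(1-18)K9me3 peptide (50 nM) in PBS pH 7.4, 0.01% Tween-20, then compound added for 30 min. AlphaScreen streptavidin donor/nickel chelate acceptor beads (10 ug/mL final), 30 min dark, luminescence read.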
# 12-LOX inh: blocks human arachidonate 12S-lipoxygenase; purified 12hLO, xylenol orange hydroperoxide absorbance; hit rate 1.1% among 580,000; P18054; Potency, µM (highest dose often 108 µM), for inactives: at the highest dose activity change, negative = inhibition, actives largely listed as inhibitors; also: potency is read from the fitted curve at half-maximal effect; % is scaled to controls: 0 for no effect and ±100 for the full control effect
#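 Purified human 12hLO (150 nM final) in 25 mM Hepes, 0.01% Triton X-100, pH 7.0 was preincubated 15 min at room temperature with compound. Then 40 uM arachidonic acid was added, 30 min. Hydroperoxide was read by Fe-XO absorbance ratio 573/405 nm.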
# G9a block: inhibitors of human histone lysine methyltransferase G9a; Q96KQ7; G9a H3K9 monomethylation, AlphaScreen, 2 h; Potency, µM (titrated, usually from 102 µM), for inactives: at the top dose activity, negative = inhibition, hits mostly inhibitors; hit rate 8.8% among 350,000; also: potency is read from the fitted curve at half-maximal effect; % is scaled to controls: 0 for no effect and ±100 for the full control effect; nearly all actives have a fitted effect of over 75% in size
#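 Step 1: enzyme (final 20 nM) with compound, 15 min RT. Step 2: substrate peptide 500 nM and SAM 20 uM, 2 h RT. Step 3: anti-H3K9me1 antibody and AlphaScreen beads, 10 min, then plate read.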
# BAZ2B block: BAZ2B (human) inhibition | Q9UIF8 | AID 504333 | AlphaScreen BAZ2B-H3K14Ac peptide displacement | Potency, µM (titrated, usually from 114 µM), for the others: at the highest dose activity change, negative = inhibition, hits mostly inhibitors | hit rate 4.4% among 360,000; also: potency is read from the fitted curve at half-maximal effect; % is scaled to controls: 0 for no effect and ±100 for the full control effect; nearly all actives have a fitted effect of over 60% in size
#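 Complex of BAZ2B and biotin-H3K14Ac (50 nM apiece) forms over 30 min at RT, then faces library compounds up to 110 uM for another 30 min; AlphaScreen beads added, 20 min dark incubation, luminescence read.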
# JMJD2A Tudor inh: blocks the human JMJD2A Tudor domain | hit rate 4.4% among 390,000 | Potency, µM (titrated, usually from 114 µM), for the others: top-dose activity change, negative = inhibition, actives largely listed as inhibitors | O75164 | AID 504339 | AlphaScreen JMJD2A-Tudor / H3K4me3 peptide binding; also: potency is read from the fitted curve at half-maximal effect; % is scaled to controls: 0 for no effect and ±100 for the full control effect; nearly all actives have a fitted effect of over 50% in size
# Target sequence (O75164 whole entry, looked up, the tested form may be a part): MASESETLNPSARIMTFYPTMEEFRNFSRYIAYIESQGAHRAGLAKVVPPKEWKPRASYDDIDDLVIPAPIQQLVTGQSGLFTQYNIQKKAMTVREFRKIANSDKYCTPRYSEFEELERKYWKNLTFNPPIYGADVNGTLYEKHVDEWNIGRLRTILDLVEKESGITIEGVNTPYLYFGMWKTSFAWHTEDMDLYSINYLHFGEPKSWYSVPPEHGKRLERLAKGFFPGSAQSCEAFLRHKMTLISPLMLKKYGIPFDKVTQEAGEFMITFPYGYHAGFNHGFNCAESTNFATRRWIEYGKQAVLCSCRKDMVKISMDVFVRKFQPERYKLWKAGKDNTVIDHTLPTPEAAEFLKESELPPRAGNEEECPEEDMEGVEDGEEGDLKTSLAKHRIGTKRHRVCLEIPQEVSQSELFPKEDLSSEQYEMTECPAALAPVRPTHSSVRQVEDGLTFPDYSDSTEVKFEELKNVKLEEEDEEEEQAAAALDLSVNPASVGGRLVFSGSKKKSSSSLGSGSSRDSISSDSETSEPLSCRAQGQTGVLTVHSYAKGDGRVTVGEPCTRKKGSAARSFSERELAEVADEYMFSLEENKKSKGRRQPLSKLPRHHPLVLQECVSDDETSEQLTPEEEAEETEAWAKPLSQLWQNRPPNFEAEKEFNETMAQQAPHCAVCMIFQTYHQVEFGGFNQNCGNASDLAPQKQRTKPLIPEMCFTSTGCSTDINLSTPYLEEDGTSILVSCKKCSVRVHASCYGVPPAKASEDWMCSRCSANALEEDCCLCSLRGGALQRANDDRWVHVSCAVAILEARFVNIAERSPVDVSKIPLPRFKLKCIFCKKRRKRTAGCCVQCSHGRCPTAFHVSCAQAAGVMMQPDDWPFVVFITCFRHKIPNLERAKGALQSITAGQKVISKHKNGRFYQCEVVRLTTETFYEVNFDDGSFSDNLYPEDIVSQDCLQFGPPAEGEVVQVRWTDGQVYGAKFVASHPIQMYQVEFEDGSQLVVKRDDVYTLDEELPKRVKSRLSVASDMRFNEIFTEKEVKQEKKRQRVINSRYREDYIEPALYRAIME
# * hit, by the source's call; ? = inconclusive; · = no result given; [ ] = remark or other dose. Unless noted, calls follow the shape of the dose curve; as a rule, active = well fitted curve in the direction sought with a large enough effect; inconclusive = small, poorly fitted or top-dose-only effect, or another doubt; inactive = no such curve, though single readings can be large; an effect the other way counts as inactive or inconclusive. This is a subset. The share of hits here may be higher or lower than overall.
# Start of the data: the first 4 entries (preview)
SMILES,ERG-DNA inh,PI4K2A block,RGS4 inhibitor,GLS inhibitor,HP1b binding inh,12-LOX inh,G9a block,BAZ2B block,JMJD2A Tudor inh
O=C(Nc1ccc(S(=O)(=O)N2CCCC2)cc1)c1cccnc1,-1%,3,-13%,9%,18%,13%,14%[59 µM],9%,-11%
O=C(c1cn(-c2ccccc2)nc1-c1ccccc1)n1nnc2ccccc21,5%,7,5%[11.4 µM],-16%,5%,-16%,-3%,4%,0%[11.4 µM]
Cc1cc(C)n(C(=O)CNC(=O)c2ccco2)n1,9%,1,-11%,-1%,20%,-3%,71µM*,3%,-24%
COC(=O)c1ccccc1N=Nc1c(C)noc1C,1%,3,-16%,0%,5%,0%,?,?,-18%

# The listing, from the first entry:
SMILES,ERG-DNA inh,PI4K2A block,RGS4 inhibitor,GLS inhibitor,HP1b binding inh,12-LOX inh,G9a block,BAZ2B block,JMJD2A Tudor inh
O=C(Nc1ccc(S(=O)(=O)N2CCCC2)cc1)c1cccnc1,-1%,3,-13%,9%,18%,13%,14%[59 µM],9%,-11%
O=C(c1cn(-c2ccccc2)nc1-c1ccccc1)n1nnc2ccccc21,5%,7,5%[11.4 µM],-16%,5%,-16%,-3%,4%,0%[11.4 µM]
Cc1cc(C)n(C(=O)CNC(=O)c2ccco2)n1,9%,1,-11%,-1%,20%,-3%,71µM*,3%,-24%
COC(=O)c1ccccc1N=Nc1c(C)noc1C,1%,3,-16%,0%,5%,0%,?,?,-18%
Cc1cc(=O)oc2cc(N3C(=O)CC(Cc4ccccc4)C3=O)ccc12 (configuration not stated),9%,-2,-16%,6%,29%,-11%,-7%[12.7 µM],1%,-14%
Cc1ccccc1-c1cc(C(=O)N2CCCC2)c2ccccc2n1,-7%,-4,-50%,3%,8%,-25%,40µM*,-20%,-12%
CN(NC1OC(=O)c2ccccc21)c1ccc(C(F)(F)F)cc1[N+](=O)[O-] (configuration not stated),-8%,-3,-13%,0%,12%,328%[activator],·,?,-15%
CC(NC(=O)c1ccc(S(=O)(=O)C(F)F)cc1)c1ccccc1 (configuration not stated),3%,3,?,27%,-7%,-3%,17%,-8%,?
C/C(=N\NC(=O)C1(C)CC1(Br)Br)c1ccc([N+](=O)[O-])cc1 (configuration not stated),6%,4,-11%,-8%,30%,-10%,20%[59 µM],-1%,-9%
CCOc1cc(-c2nn3cnnc3s2)cc(OCC)c1OCC,4%,-10,-148%[56.9 µM],?,-9%,-7%,2%,3%,18µM*
COc1ccc2ccc(O)c(CN3CCN(S(=O)(=O)c4cccc(C(F)(F)F)c4)CC3)c2c1,0%,-6,20%,2%,26%,-14%,-1%[12.7 µM],0%,-26%
COc1ccc(N2CCN(CC(=O)N3N=CCC3c3ccccc3)CC2)cc1 (configuration not stated),14%,4,9%,17%,14%,-6%,?,-5%,-12%
O=C(Nc1ccccc1C(=O)N1CCOCC1)C1CC(=O)N(C2CCCC2)C1 (configuration not stated),-7%,7,15%,-1%,26%,0%,-1%[59 µM],-3%,-4%
COc1ccc(CC(=O)Oc2ccc(Cl)cc2Br)cc1S(=O)(=O)N1CCOCC1,-7%,5,14%,49%[activator],22%,-11%,?,-6%,-25%
Cc1ccc(S(=O)(=O)N2CCC(C(=O)Nc3ccc4c(c3)OCO4)CC2)cc1,-7%,-6,-15%,·,14%,0%,-20%,?,13%
O=[N+]([O-])c1cccc(CN2C[C@@]34C=C[C@@H](C[C@@H]3S2(=O)=O)O4)c1,-6%,1,11%,-4%,30%,5%,32%,-4%,1%
COc1ccc(C(=O)Nc2cccc(C)c2)cc1,-3%,2,-3%,·,26%,0%,-1%,-1%,-3%
Cc1ccc2cc(CNC(C)C)c(=O)[nH]c2c1,7%,2,8%,0%,44%[activator],?,?,-8%,5%
COc1ccc(C2(CNC(=O)c3cccc([N+](=O)[O-])c3)CCOCC2)cc1OC,20%,-1,?,-26%,0%,0%,-4%[59 µM],10%,56µM*
O=C(NN1CCOCC1)c1cc(-c2ccccc2)nc2ccccc12,·,-1,1%,25%,23%,10%,11%[59 µM],2%,-10%
COCCN(C(=O)COC(=O)CCc1nc2ccccc2s1)c1c(N)n(Cc2ccccc2)c(=O)[nH]c1=O,-13%,-1,1%,-1%,10%,5%,·,2%,-20%
O=C(C1CC1)N1CCc2cc(S(=O)(=O)N3CCN(c4ccccc4)CC3)ccc21,6%,2,-30%,-8%,45%[activator],1%,·,-2%,10%
Cc1onc(-c2ccccc2Cl)c1C(=O)Nc1ccc(-c2cn3cccnc3n2)cc1,-1%,-1,5%,0%,17%,·,·,30%,-17%
C/C(=N\NC(=S)Nc1c(C)cccc1C)c1ccc(O)cc1,-5%,-1,10%[11.4 µM],29%,5%,-25%,16%[12.7 µM],?,-6%[11.4 µM]

# Ordered by value in ERG-DNA inh (highest first): some entries from above
SMILES,ERG-DNA inh,PI4K2A block,RGS4 inhibitor,GLS inhibitor,HP1b binding inh,12-LOX inh,G9a block,BAZ2B block,JMJD2A Tudor inh
O=C(C1CC1)N1CCc2cc(S(=O)(=O)N3CCN(c4ccccc4)CC3)ccc21,6%,2,-30%,-8%,45%[activator],1%,·,-2%,10%
C/C(=N\NC(=S)Nc1c(C)cccc1C)c1ccc(O)cc1,-5%,-1,10%[11.4 µM],29%,5%,-25%,16%[12.7 µM],?,-6%[11.4 µM]
O=C(Nc1ccccc1C(=O)N1CCOCC1)C1CC(=O)N(C2CCCC2)C1 (configuration not stated),-7%,7,15%,-1%,26%,0%,-1%[59 µM],-3%,-4%
COCCN(C(=O)COC(=O)CCc1nc2ccccc2s1)c1c(N)n(Cc2ccccc2)c(=O)[nH]c1=O,-13%,-1,1%,-1%,10%,5%,·,2%,-20%

# (continued)
SMILES,ERG-DNA inh,PI4K2A block,RGS4 inhibitor,GLS inhibitor,HP1b binding inh,12-LOX inh,G9a block,BAZ2B block,JMJD2A Tudor inh
Cc1cccc(Nc2cc(=O)[nH]c(=O)[nH]2)c1,·,-3,-6%,22%,14%,-21%,17%[59 µM],9%,-12%
COc1cc(C(=S)N(C)C)ccc1O,4%,-5,-24%[11.4 µM],15%,?,?,6.3µM*,-2%,-18%[11.4 µM]
O=C(COc1ccccc1)N1CCN(S(=O)(=O)c2cccc([N+](=O)[O-])c2)CC1,1%,7,-14%,-5%,22%,-1%,-45%,11%,5%
O=C(CSc1nncc2ccccc12)Nc1cccc(C(=O)O)c1,9%,-14,-17%[11.4 µM],0%,-9%,-7%,·,?,1%[11.4 µM]
COc1cccc(CNC(=O)Cc2ccc(-n3c(=O)[nH]c4ccccc4c3=O)cc2)c1,-11%,4,13%,-5%,25%,-1%,-10%[59 µM],-6%,-10%
CCn1c(CCc2ccccc2)n[nH]c1=S,-6%,-3,13%,5%,19%,?,27%[0.501 µM],-11%,3.5µM*
CN1OC[C@@H]2CN(Cc3cc(Cl)cc(Cl)c3)[C@H](c3cccc(Oc4ccccc4)c3)C[C@@H]21,-14%,-8,-8%,2%,-2%,9%,·,·,89µM*
Nc1nc(-c2ccco2)c(-c2ccco2)s1,22%,-11,?,-1%,?,?,?,45µM*,?
Cn1c(=O)oc2cc(S(=O)(=O)NCc3ccccn3)ccc21,-10%,1,0%,1%,13%,?,13µM*,-39%,-13%
COC(=O)c1ccc(/C=N/N2CCN(Cc3ccccc3)CC2)cc1,-15%,-1,-8%,0%,12%,27%,?,-8%,-20%
Cc1ccc(C2C(C#N)=C(N)Oc3n[nH]c(-c4cccs4)c32)s1 (configuration not stated),1%,1,-46%,-5%,10%,?,50µM*,?,-18%
N#CC1=C(Nc2ccccc2Cl)SC(c2ccccc2O)NC1=O (configuration not stated),4%,-2,?,13%,4%,?,14%[2.33 µM],-2%,?
CCC1CN(C(=O)N2CCC(C(=O)NCc3ccccc3OC)CC2)c2cc(C)ccc2O1 (configuration not stated),7%,-5,-43%,-7%,44%,1%,7%,-15%,-13%
COc1ccc(-c2c(C#Cc3ccc(N(C)C)cc3)c3ccccc3n2C)cc1,-11%,-3,-5%,8%,?,?,·,·,56µM*
COc1ccc(NC(=O)C(=O)NCC(=O)Nc2cccc(C(F)(F)F)c2)cc1,3%,-21,3%,-8%,13%,-3%,2%,0%,-26%
CCOC(=O)C1CCN(C(=S)NC2CC3C=CC2C3)CC1 (configuration not stated),7%,-2,-12%,14%,10%,-10%,·,1%,-7%
O=C(NC1(C(F)(F)F)NC(=O)N(c2ccccc2F)C1=O)c1ccncc1 (configuration not stated),-8%,0,11%,-2%,37%,-18%,8%,-3%,0%
COc1ccc([N+](=O)[O-])cc1NS(=O)(=O)c1cc(C(=O)N2CCN(C)CC2)ccc1OC,-18%,-3,-24%,5%,17%,?,4%[12.7 µM],7%,-10%
COc1cc(/C=N/NC(=O)c2ccc3c(c2)OCCO3)c(Br)c(Br)c1O,-7%,-6,5%,-25%,-10%[57 µM],14%,45µM*,-27%,-14%
CCCCN1Cc2cc(C(=O)c3cc(F)ccc3O)cnc2NC1=O,6%,4,-11%,10%,6%,0%,-12%,6%,-14%
CC(=O)Nc1ccccc1OCc1cc(=O)n2c3c(sc2n1)CCCC3,-2%,2,-6%,-8%,12%,-13%,3%[59 µM],-28%,2%
